Screening data deposited in PubChem BioAssay by The Scripps Research Institute Molecular Screening Center.
TAAR1 agonist: human TAAR1 agonism. Q96RJ0. CHO RD-HGA16 TAAR1, Fluo-8 calcium fluorescence; vehicle wells 0%, saturating PEA agonist 100%. activation, % at 3 µM. 0.99% of 360,000 active. AID 624467;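 active = activation above the mean activation of all test compounds in the run plus 3 SD, cut at about 38% in these data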
Target sequence (Q96RJ0 whole entry, looked up): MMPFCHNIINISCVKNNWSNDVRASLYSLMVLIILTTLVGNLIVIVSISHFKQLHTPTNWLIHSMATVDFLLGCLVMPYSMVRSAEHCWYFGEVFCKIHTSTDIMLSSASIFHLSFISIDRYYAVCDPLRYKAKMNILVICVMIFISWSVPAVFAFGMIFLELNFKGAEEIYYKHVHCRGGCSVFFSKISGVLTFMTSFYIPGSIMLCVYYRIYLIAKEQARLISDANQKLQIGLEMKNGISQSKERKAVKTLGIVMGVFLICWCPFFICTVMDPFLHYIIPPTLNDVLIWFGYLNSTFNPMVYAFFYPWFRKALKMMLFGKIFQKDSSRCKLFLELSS
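Test system: RD-HGA16 (CHO) cells co-expressing Gα16 and hTAAR1 / Benchmarks: DMSO vehicle as 0%, PEA at EC100 as 100% / Repeats: no replicates (n 1) / Measure: % activation from peak over basal fluorescence ratio, DMSO-to-PEA scaled / Timing: 17-24 h plating, Fluo-8 75 min 37 °C, 30 min RT / Technique: kinetic Fluo-8 calcium fluorescence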
V1aR counter: activates human V1a receptor in oxytocin agonist counter-screen. CHO-V1R cells, Fluo-8 calcium fluorescence, agonist mode; 0% DMSO, 100% 3 nM vasopressin. activation, % at 3 µM. 0.25% of 320,000 active. AID 2797;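 active = activation above the mean activation of all tested compounds plus 3 SD, per screening run, cut at about 20% in these data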;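 also: signal is peak over basal fluorescence ratio across a 100 second FLIPR read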
CHRM1 agonist: agonists of human M1 muscarinic receptor; P11229; CHO-K1 hM1, Fluo-8 calcium fluorescence, agonist mode; 0% DMSO, 100% acetylcholine EC100; activation, % at 3 µM; 0.33% of 360,000 active; AID 588814;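 active = activation above the run's mean compound activation plus 3 SD, cut at about 16% in these data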;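 also: peak over basal fluorescence ratio within a 140 s kinetic read after compound addition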
CHO-K1 Ca PAM: nonselective activator or artifact in parental CHO-K1 calcium assay | ATP EC20, Fluo-8 calcium fluorescence; 0% at ATP EC20, 100% at ATP max | 0.02% of 360,000 active | activation, % at 3 µM | AID 602247;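 active = activation above the run cutoff, the mean activation of all test compounds plus 3 SD, cut at about 40% in these data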;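 also: peak over basal fluorescence ratio in a 140 s read after ATP addition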
OXTR potentiate: potentiates the human oxytocin receptor response. activation, % at 3 µM. 0.061% of 320,000 active. CHO-OTR cells, Fluo-8 calcium fluorescence, potentiator mode; 0% = oxytocin EC15, 100% = EC100. P30559;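 active = activation above that plate's cutoff, the mean activation of tested compounds plus 3 SD, cut at about 6.6% in these data, passing the limit was not always enough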;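 also: 100% uses oxytocin at 75 nM as the full agonist control; some results filed as inactive read as strong as hits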
Target sequence (P30559 whole entry, looked up): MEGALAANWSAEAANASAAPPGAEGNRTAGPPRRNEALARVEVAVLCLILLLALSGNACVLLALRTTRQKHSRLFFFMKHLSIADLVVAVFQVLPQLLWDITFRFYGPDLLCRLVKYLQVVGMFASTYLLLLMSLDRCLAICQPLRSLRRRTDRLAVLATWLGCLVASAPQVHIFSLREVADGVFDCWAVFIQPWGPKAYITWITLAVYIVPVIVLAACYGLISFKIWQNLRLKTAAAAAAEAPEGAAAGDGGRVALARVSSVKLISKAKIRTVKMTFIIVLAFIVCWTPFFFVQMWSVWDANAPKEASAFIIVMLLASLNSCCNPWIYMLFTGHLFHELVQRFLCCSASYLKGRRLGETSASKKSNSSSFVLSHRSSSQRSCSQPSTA
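assay system = CHO-OTR cells, human receptor | schedule = compound 6 min at room temperature before oxytocin, 100 s read | detection = Fluo-8 intracellular calcium fluorescence, ex 470-495, em 515-575 nm | evaluation = normalized max/min fluorescence ratio, % activation | control set = EC15 oxytocin alone as 0%, 75 nM oxytocin (EC100) as 100%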
TAAR1 antagonist: antagonists of human TAAR1. inhibition, % at 3 µM. Q96RJ0. CHO RD-HGA16 TAAR1, Fluo-8 calcium fluorescence, antagonist. 1.5% of 360,000 active;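 active = inhibition above a per-plate cutoff, the mean inhibition of test compounds on that plate plus 3 SD, cut at about 49% in these data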;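 also: 0% = DMSO plus EC80 beta-PEA response and 100% = DMSO alone without agonist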
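Assay system: RD-HGA16 CHO cells with stable hTAAR1 and Gα16 / Reagent: EC80 β-phenethylamine stimulus / Doses: 3 µM, single point / Timing: dye loading 75 min at 37 °C, then 30 min room temperature / Measured by: Fluo-8 intracellular calcium dye fluorescence, real-time kinetic reads / Controls: vehicle wells and EC80 agonist wells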
CHO-K1 Ca antag: counter-screen for M1 antagonists: effect in parental CHO-K1 cells; inhibition, % at 3 µM; ATP-induced calcium, Fluo-8 fluorescence; 0.6% of 360,000 active;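 active = inhibition above a per-plate cutoff, the plate's mean sample inhibition plus 3 SD, cut at about 24% in these data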;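 also: 0% = DMSO plus EC80 ATP and 100% = DMSO alone without ATP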
CHO parental Ca: counter-screen for OX1R antagonists: effect in parental CHO cells; parental CHO-K1, ATP-induced calcium, Fluo-8 fluorescence; inhibition, % at 5.6 µM; 0.63% of 330,000 active; AID 463079;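 active = inhibition above that plate's mean sample inhibition plus 3 SD, cut at about 26% in these data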;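 also: 0% = ATP-challenged DMSO wells and 100% = DMSO wells without ATP; some compounds past the cut are filed as inactive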
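Assay system: parental CHO cells; Read-out basis: percent inhibition of ATP-evoked calcium rise, normalized to controls; Benchmarks: ATP and no-ATP DMSO wells; Compound dosing: single nominal dose of 5.6 µM per compound; Signal: Fluo-8 calcium dye fluorescence; Also added: ATP as calcium-mobilizing challenge; Repeats: singlicate.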
CHO-K1 Ca ag: nonselective activator or artifact in parental CHO-K1 cells; Fluo-8 calcium fluorescence; scaled to maximal ATP response, vehicle zero; activation, % at 3 µM; 0.48% of 360,000 active; in the data active = activation above about 15%;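 also: untransfected CHO-K1 host cells lacking M1 receptor as counterscreen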
Numbers without * were called inactive; . = not tested or not shown.

molecule,TAAR1 agonist,V1aR counter,CHRM1 agonist,CHO-K1 Ca PAM,OXTR potentiate,TAAR1 antagonist,CHO-K1 Ca antag,CHO parental Ca,CHO-K1 Ca ag
O=C(COC(=O)c1cccs1)NCCc1ccc(F)cc1,6,.,-2,2,.,0,-15,.,0.3
Cn1ncc([N+](=O)[O-])c1C(=O)Nc1ccn(Cc2ccccc2F)n1,3,1.9,-6,17,-4,3,-9,-6,0.7
Cc1ccc(C)c(S(=O)(=O)N2CCN(C(=O)c3ccc4ccccc4n3)CC2)c1,15,3.4,-3,-5,-5,25,-24,-27,5.6
COc1ccc2[nH]cc(CCNC(=O)COc3ccc4ccc(=O)oc4c3)c2c1,6,1.4,-3,13,-1,19,1,-2,4.1
O=C(N=C1SC2CS(=O)(=O)CC2N1Cc1ccc(Cl)cc1)C1CC1 (configuration not stated),2,0.2,-1,-10,-13,-12,1,-6,0.4
Cc1cc(Br)cc2c(C(=O)Nc3c(C)n(C)n(-c4ccccc4)c3=O)cc(-c3cccs3)nc12,3,-0.2,-3,0,-9,14,-16,-22,0.2
CCCNC(=O)NC(=O)COC(=O)c1cccc(NS(=O)(=O)c2ccc(F)c(F)c2)c1,4,2.5,-6,2,-2,-31,2,-20,-0.4
CCOC(=O)CCC(=O)Nc1cc(S(=O)(=O)N2CCOCC2)ccc1N1CCCCC1,2,-0.1,-3,13,-2,7,-25,-21,0.4
CCC(C(=O)NC1CC1)n1nc(C)c2c(C)n(-c3ccccc3)nc2c1=O (configuration not stated),1,0.6,-3,-2,-7,-9,-1,-6,-0.1
Clc1ccccc1CSc1ncn(-c2ccccc2)n1,12,-0.4,-5,12,-3,11,-3,-13,0.4
CCCCC[C@H]1CN(CCCC)C(=O)[C@@H]1CC(=O)NCc1ccccc1,4,-1.2,-6,23,0,-9,-14,-20,-0.2
O=C(COC(=O)c1cccs1)NCc1ccco1,8,-0.5,-2,22,-17,-2,-17,-1,0.7
Cc1ccccc1S(=O)(=O)N1C[C@H]2CON(C)[C@H]2C[C@H]1c1cccc(Oc2ccccc2)c1,2,.,-3,8,.,22,-5,.,2.3
COc1ccccc1Oc1ccc(NC(=O)c2ccc(Cl)cc2)cc1,18,1.3,-10,15,-5,28,-2,15,1.3
CCCCNC(=O)CSc1nc2ccc(Nc3nc(N4CCOCC4)nc(N4CCOCC4)n3)cc2s1,5,-2.4,-6,9,-3,24,-8,-20,1.5
COc1ccccc1NC(=O)c1ccc(-c2ccccc2[N+](=O)[O-])o1,3,0.4,-4,9,-3,23,-12,-20,1.1
Nc1ccc(NC(=O)c2ccccc2)c2c1C(=O)c1ccccc1C2=O,15,1.5,-4,-10,-6,-2,26*,-16,-0.1
COc1ccc(N=c2scc(C)n2CCCN2CCCC2=O)cc1,2,-0.1,-7,5,4,-12,-15,-9,0.9
NC(=O)c1ncn([C@@H]2O[C@H](CNCc3cnc(N4CCOCC4)nc3)[C@@H](O)[C@H]2O)n1,1,.,-2,3,.,-16,2,.,0.1
O=C(NCCc1ccc(S(=O)(=O)N2CCCC2)cc1)c1cccs1,5,2.3,-5,18,1,-16,-2,-5,1.3
COc1ccc(-n2nc(C(=O)NCC(=O)N3CCC(C(N)=O)CC3)c3ccccc3c2=O)cc1,4,1.4,0,-4,-2,-4,8,4,0.4
COC(=O)C1=C(C)N(c2cccc3ccccc23)C(=O)C1,12,-0.7,-3,-3,0,1,14,-14,0.4
COc1ccc(S(=O)(=O)N2CCOC2CNC(=O)C(=O)NCc2ccc3c(c2)OCO3)cc1C (configuration not stated),0,.,1,4,.,2,0,.,3.5
CCN1CCN(CCOc2ccc(Br)cc2C)CC1,0,0.5,-6,-5,-14,14,-2,-17,0.3
O=C(NCc1ccccc1Br)c1ccco1,11,-0.4,-4,-4,2,6,9,-7,-0.1
Cc1ccc(-c2nnc(-c3ccccc3)c(-c3ccccc3)n2)cc1,9,0.4,-5,-5,-5,-28,2,13,-0.3
Cn1c(CNC(=O)CCNC(=O)c2ccccc2)cc(=O)n(C)c1=O,3,-0.3,-2,9,-3,3,0,-9,-0.3
O=C(CSc1ccccc1C(=O)O)NCc1ccc(Cl)cc1,2,0.6,-3,15,-1,6,-7,-16,0.4
CCOc1ccccc1C(=O)N1c2ccccc2Sc2ccccc21,11,-0.2,-5,22,-12,6,-23,0,1.0
CCN(CC)c1ccc(NC(=O)CN2CCN(c3ccc(F)cc3)CC2)cc1,8,4.2,-5,21,-14,-8,-9,-10,1.6
COC(=O)C1CN(C(=O)COc2ccccc2C)c2ccccc2O1 (configuration not stated),0,-1.1,-5,3,-2,3,-11,-8,4.7
NC(=S)NC1CC2C=CC1C2 (configuration not stated),-1,1.0,-7,12,-2,-6,-5,6,0.5
CCN(CC)CCCN(C(=O)c1ccccc1F)c1nc(-c2ccc(OC)cc2)cs1,3,3.0,-8,17,-5,-3,0,-23,0.8
S=c1[nH]nc(-c2ccco2)n1/N=C/c1ccccc1,2,-0.6,-4,7,-7,-9,-3,-7,0.8
CN1CCn2cnc(C(=O)NCCCCCNC(=O)OC(C)(C)C)c2C1=O,5,.,-1,2,.,-5,-3,.,0.1
COC(=O)[C@@]1(Cc2ccc(OC)cc2)[C@H]2c3cc(C(=O)N4CCCC4)n(Cc4ccc(C)c(F)c4F)c3C[C@H]2CN1C(=O)c1ccccc1,0,.,.,15,.,-16,-14,.,1.2
S=C(NC1CC1)N1CCc2ccccc2C1,19,0.6,-7,-10,-4,-13,-2,-10,0.0
CN1C[C@@H]2[C@@H]3C(=O)N(Cc4ccccc4)C(=O)[C@@H]3[C@](C)(C1=O)N2C(=O)c1ccc(Cl)cc1,4,0.4,-1,7,-3,8,1,-15,3.3
CCOC(=O)Cc1c(C)nc2c(-c3ccccc3)cnn2c1C,5,0.6,-5,6,-16,7,-4,-15,0.1
COc1cccc(CC(=O)N2CCCC(CCC(=O)N3CCN(c4ccccn4)CC3)C2)c1 (configuration not stated),8,-0.4,-11,-8,0,20,6,-30,3.5
CCNc1nc(NCC)n2c(SCC(=O)O)nnc2n1,6,0.6,1,14,3,-1,-8,-19,0.9
COc1ccc(S(=O)(=O)N2CCCCC2)cc1NC(=O)c1ccc([N+](=O)[O-])o1,6,0.1,-1,9,-1,-12,-5,-13,0.2
CCOC(=O)c1c(S(=O)(=O)N2CCCC(C(=O)Nc3ccc(C)cn3)C2)c(C)n(C)c1C (configuration not stated),-1,-1.0,-4,25,0,-14,-13,-5,0.7
CN(C(=O)CSc1cccc[n+]1[O-])c1ccccc1,13,0.2,-4,5,-3,-14,-2,3,-0.3
O=C(O)c1c(NC(=O)N(CCO)Cc2ccccc2)sc2c1CCCC2,-1,0.7,-4,24,-10,-1,-14,-13,2.8
C/C=C(/C)C(=O)Nc1cccc(C2=NOC3(C2)C[C@@H](C(N)=O)N(C(=O)[C@H]2CCC(=O)N2)C3)c1 (some centres not stated),11,1.4,-5,-13,-6,6,0,-7,0.2
NC(=O)COC(=O)c1sc2ccccc2c1Cl,6,-0.8,-3,6,-6,-10,-9,-2,0.2
Clc1cccc(OCCCCCN2CCOCC2)c1,0,1.8,-8,22,-5,20,-16,-4,1.9
CC1CCCCC1NC(=O)c1ccc(CSc2nc3ccncc3[nH]2)cc1 (configuration not stated),2,2.5,-8,8,-2,2,0,-7,1.2
CC(C)Sc1nc2c(cnn2-c2ccc(Cl)cc2)c(=O)[nH]1,-1,-0.1,-2,3,-8,-15,-3,6,0.1
COc1ccc(CCNC(=O)c2cc(-c3ccc4c(c3)OCO4)on2)cc1OC,.,-0.6,-3,14,-8,.,-9,-21,2.1
CCC(C(=O)NC1CCCC1)N(C(=O)Cn1nnc(-c2ccc(OC)c(OC)c2)n1)C1CCCCC1 (configuration not stated),4,-1.2,-8,13,-5,-4,-5,-22,0.4
CC(=O)/C(=C/N(C)C)Sc1ccc(C)cc1,-4,0.7,-2,7,-1,6,0,5,-0.5
O=C(Nc1ccc(C(=O)N2CCCc3ccccc32)cc1)c1cccs1,1,1.1,-7,8,-13,20,-1,-12,1.2
CCOC(=O)C1CCN(C(=O)c2ccc(OCC(=O)Nc3cccc(C(F)(F)F)c3)c(OC)c2)CC1,7,9.6,2,-15,-17,15,17,45*,13
Cc1ccnc(SCC(=O)NC2CC2)n1,1,2.0,1,11,-2,-14,-7,-6,0.3
Cc1cc([N+](=O)[O-])c(C(C)(C)C)cc1N,13,-0.2,-4,6,-9,-13,2,8,-0.1
O=C(/C=C/c1ccc(Cl)cc1)Nc1ccc(Br)cn1,0,0.7,-3,12,1,-8,4,8,-0.1
Cc1ccc2oc(C(=O)N3CCN(Cc4ncccc4C)CC3)c(C)c2c1,-1,-0.2,-6,29,-4,-12,-13,-12,1.1
Cc1cc(/C=C(\C#N)C(=O)NCc2cccs2)c(C)n1-c1ccccc1F,2,0.2,-1,8,-18,69*,-2,-14,1.2

Next part:
molecule,TAAR1 agonist,V1aR counter,CHRM1 agonist,CHO-K1 Ca PAM,OXTR potentiate,TAAR1 antagonist,CHO-K1 Ca antag,CHO parental Ca,CHO-K1 Ca ag
CC(=O)N1CCN(c2ccc(Oc3nc(-c4ccccc4)nc4ccccc34)cc2)CC1,4,.,0,10,.,5,-4,.,1.6
CCN(CC)CCNC(=S)Nc1ccc2nc(N3CCN(CC)CC3)cc(C)c2c1,13,0.7,-9,9,2,-9,-12,-10,0.3
Cc1ccccc1N(C(=O)c1cccs1)c1nc2ccccc2s1,18,-0.4,-3,16,-7,1,-7,-30,0.8
CCOc1cc(C)nc(N2CCC(C(=O)NCC3CCCO3)CC2)n1 (configuration not stated),1,.,-2,-7,.,20,-8,.,-0.2

Retrieved by structure from the list above:
molecule,TAAR1 agonist,V1aR counter,CHRM1 agonist,CHO-K1 Ca PAM,OXTR potentiate,TAAR1 antagonist,CHO-K1 Ca antag,CHO parental Ca,CHO-K1 Ca ag
CCN(CC)CCCN(C(=O)c1ccccc1F)c1nc(-c2ccc(OC)cc2)cs1,3,3.0,-8,17,-5,-3,0,-23,0.8
CCCCNC(=O)CSc1nc2ccc(Nc3nc(N4CCOCC4)nc(N4CCOCC4)n3)cc2s1,5,-2.4,-6,9,-3,24,-8,-20,1.5
